ANO1 block: inhibitors of mouse TMEM16A calcium-activated chloride channel; Q8BHY3; HEK293 TMEM16A/YFP iodide influx fluorescence, ionomycin; normalized B-score (activity score, 25-100; higher = stronger inhibition) at 10 µM; 1.2% of 310,000 active;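 active = ratio plate-corrected score three or more library SD toward inhibition, starting fluorescence score within five deviations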;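 note: score derived from kinetic fluorescence span divided by baseline fluorescence per well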
KCNQ1 act: human KCNQ1 channel potentiation or activation. B-score at 10 µM. CHO-K1 KCNQ1, thallium flux FluxOR fluorescence; active compounds read high. P51787. AID 2648. 0.35% of 310,000 active;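 active = fluorescence ratio B-score, a plate-corrected score, at least three library SD, with initial intensity B-score within 5 SD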
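Medium – assay buffer, equal DMSO in all wells · Material – CHO-K1 cell line with stable KCNQ1 potassium channel expression · Signal – kinetic FluxOR thallium fluorescence, 10-s 1-Hz baseline, 110-s post-stimulus read · Compound – single concentration per compound, DMSO matched to controls · Schedule – 37 °C overnight plating, 90-min dark dye load, 20-min compound pretreatment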
KCNQ1 inh: inhibitors of human KCNQ1 potassium channel | AID 2642 | B-score at 10 µM | 1.3% of 310,000 active | P51787 | CHO-K1 KCNQ1, FluxOR thallium flux fluorescence; active compounds read high;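 active = compounds whose thallium flux B-score, printed positive for inhibition, exceeds three library SD while starting fluorescence stays within three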;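 note: channel opened by potassium depolarization with thallium stimulus after 20 min compound exposure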
MrgX1 ag: activates human MrgX1 receptor signaling. Q96LB2. MrgX1-HEK293 cells, Fluo-4 calcium fluorescence, agonist mode; active compounds read high. B-score at 10 µM. 0.44% of 310,000 active. AID 588627;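 active = calcium response B-score plate-corrected fluorescence ratio at least 3 library SD, with starting fluorescence B-score inside 5 SD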
Target sequence (Q96LB2 whole entry, looked up): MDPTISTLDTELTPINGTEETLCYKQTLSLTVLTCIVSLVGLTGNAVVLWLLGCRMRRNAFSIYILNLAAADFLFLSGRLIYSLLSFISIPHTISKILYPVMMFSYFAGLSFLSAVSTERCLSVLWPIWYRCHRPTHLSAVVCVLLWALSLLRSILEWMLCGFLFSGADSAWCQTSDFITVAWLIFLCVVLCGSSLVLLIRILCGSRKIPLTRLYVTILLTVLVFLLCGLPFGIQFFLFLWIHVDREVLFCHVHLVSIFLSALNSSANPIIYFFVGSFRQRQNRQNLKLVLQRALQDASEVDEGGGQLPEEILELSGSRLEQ
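Assay system: stable human MrgX1 HEK293 cell line. Quantity: 15,000 cells per well. Schedule: cells plated overnight, dye loaded 0.5 h 37 °C, 0.5 h room temperature. Detection: Fluo-4 NW calcium-flux fluorescence, kinetic read. Read-out basis: peak-minus-minimum fluorescence over baseline, converted to B scores. Control set: positive and negative control wells on each plate.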
KCNK9 inh: human KCNK9 channel inhibition | HEK293 KCNK9, FluxOR thallium flux fluorescence; active compounds read low | B-score at 10 µM | 1.2% of 310,000 active | AID 488922;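 active = ratio B-score over 3 SD below the library mean, with starting fluorescence within 5 SD of its mean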;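 note: negative B-score means less thallium flux so channel inhibition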
hERG protect: shields human hERG channel from block by proarrhythmic agents | Q12809 | CHO-hERG, FluxOR thallium flux, dofetilide IC70 present | activation (rescue from dofetilide block), less the hit threshold, % at 10 µM | 0.51% of 310,000 active | AID 1511;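 active = activation above the mean of controls blocked by dofetilide plus 5 SD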;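 note: thallium influx through hERG after potassium depolarization seen as dye fluorescence rise; in these data hits start at about 4.7%; inactives centre near -7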
RGS4 block: human RGS4 inhibition; P49798; HEK293 M3R/RGS4 inducible, Fluo-4 calcium flux; active compounds read high; triggered by carbachol at its EC20; B-score at 10 µM; 0.45% of 310,000 active; AID 463165;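 active = B-score, a plate-corrected calcium signal, over three deviations above library mean, with baseline fluorescence within five deviations of library mean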;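 note: RGS4 expression induced by doxycycline in cells with stable M3 receptor; B-score is computed from the integrated fluorescence ratio over baseline after carbachol; higher B-score means a larger calcium signal and so more RGS4 inhibition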
Target sequence (P49798 whole entry, looked up): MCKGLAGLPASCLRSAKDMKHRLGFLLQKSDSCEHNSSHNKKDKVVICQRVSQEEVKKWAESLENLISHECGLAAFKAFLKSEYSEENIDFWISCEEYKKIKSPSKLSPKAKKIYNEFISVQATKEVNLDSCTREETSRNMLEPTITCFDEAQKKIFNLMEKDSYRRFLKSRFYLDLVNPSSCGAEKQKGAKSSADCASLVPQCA
MrgX1 allo act: human MrgX1 positive allosteric modulation, primary screen; MrgX1-HEK293, Fluo-4 calcium flux, FDSS; active compounds read high; B-score at 10 µM; 0.63% of 310,000 active; AID 588675;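 active = plate-corrected calcium response at least 3 library SD above typical, normal starting fluorescence, not activating the receptor alone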;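 note: compound read alongside a low EC10 to EC30 dose of BAM8-22 agonist; peak minus trough fluorescence over baseline measured at the second addition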
RGS4 pot: potentiators or activators of RGS4; 0.92% of 310,000 active; HEK293 M3R/inducible RGS4, carbachol calcium flux Fluo4; active compounds read low; B-score at 10 µM; AID 463111;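 active = B-score of the integrated calcium signal more than 4 SD below the library mean, with starting fluorescence not abnormally high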;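 note: negative B-score means reduced calcium response which marks RGS4 activation or potentiation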
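Material: M3R-expressing HEK293 line, RGS4 induced by doxycycline | Schedule: Overnight RGS4 induction, 30 min dye load 37 °C, 20 min compound RT | Measured by: Fluo4 fluorescence kinetic imaging of calcium | Read-out: Integrated calcium ratio converted to B score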
KCNK3 inh: human KCNK3 channel inhibition, primary screen | O14649 | CHO-KCNK3 thallium flux, FluxOR fluorescence; active compounds read low | B-score at 10 µM | 0.84% of 340,000 active;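 active = B-score under library mean minus 4 SD, starting fluorescence ratio at most library mean plus 5 SD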;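 note: more negative B-score means stronger inhibition of thallium flux through KCNK3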
Target sequence (O14649 whole entry, looked up): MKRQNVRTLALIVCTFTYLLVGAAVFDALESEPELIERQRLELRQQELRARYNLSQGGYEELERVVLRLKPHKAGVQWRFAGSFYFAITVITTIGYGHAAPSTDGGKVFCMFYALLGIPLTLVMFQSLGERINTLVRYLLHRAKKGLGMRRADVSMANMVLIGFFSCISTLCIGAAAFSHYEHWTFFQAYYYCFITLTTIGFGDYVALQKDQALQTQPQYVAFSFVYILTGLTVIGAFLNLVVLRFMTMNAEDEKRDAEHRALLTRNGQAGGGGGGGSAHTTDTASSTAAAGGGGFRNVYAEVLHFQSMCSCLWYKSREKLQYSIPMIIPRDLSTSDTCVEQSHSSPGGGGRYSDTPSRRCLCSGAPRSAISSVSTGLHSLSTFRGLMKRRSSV
TMEM16A act: activators or potentiators of mouse TMEM16A chloride channel. B-score at 10 µM. 0.3% of 340,000 active. HEK293 TMEM16A/YFP-H148Q/I152L, iodide quench fluorescence; active compounds read low. Q8BHY3. AID 623877;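 active = fluorescence-ratio B-score plate-corrected deviation score at least 3 library SD below zero, with starting fluorescence score within 5 deviations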;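 note: channel opened by trigger with iodide after compound preincubation; score built on the fluorescence ratio of max minus min over baseline; more negative score means more quench and so TMEM16A activation or potentiation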
Numbers without * were called inactive; i = inactive; . = no result given.

molecule,RGS4 block,MrgX1 allo act,hERG protect,KCNQ1 inh,TMEM16A act,KCNK9 inh,KCNQ1 act,RGS4 pot,ANO1 block,MrgX1 ag,KCNK3 inh
CN(C(=O)COC(=O)C1CSC2(C)CCC(=O)N12)c1ccccc1 (centres undefined),i,i,-5.3,i,i,i,i,i,i,i,i
CN(C)c1ccc(C(CNC(=O)c2ccco2)N2CCCC2)cc1 (centres undefined),i,i,-2.1,i,i,i,i,i,i,i,i
Cc1csc2c(N3CCN(C(=O)c4ccc(C(C)(C)C)cc4)CC3)ncnc12,i,i,-21.4,9*,i,i,i,i,100*,i,-9.77*
Cc1cc(N)n(-c2ccccc2C)n1,i,i,-3.4,i,i,i,i,i,i,i,i
Cc1ccsc1/C=N\NC(=O)Cn1nnc2ccccc21,i,i,-7.2,i,i,i,i,i,i,i,i
COC(=O)c1c(NC(=O)c2nc3nc(C)cc(C(F)F)n3n2)sc2c1CCC2,i,i,-8.3,i,i,i,i,i,i,i,i
CCOC(=O)CNC(=O)CSc1nnc(-c2ccc(OC)cc2)n1CC,i,i,-1.2,i,i,i,i,i,i,i,i
COC(=O)CCCCCCCCC(O)CN(C)C (centres undefined),i,i,-11.6,i,i,i,i,i,i,i,i
CCCCNC(=O)c1cc2c(=O)n(CC)c3ccccc3c2s1,i,i,-8.6,i,i,i,i,i,i,i,i
COc1ccc(-n2c3c(cc(C(=O)Nc4ccc(C)cc4)c2=O)C(=O)CCC3)cc1,i,i,-3.0,i,i,i,i,i,i,i,i
COc1cc(C(=O)CSc2nncn2C)cc(OC)c1OC,i,i,-1.6,i,i,i,i,i,i,i,i
CC(=O)c1ccc(NC(=O)CN2C(=O)/C(=C/C=C/c3ccccc3)SC2=S)cc1,i,i,-10.6,i,i,i,i,i,i,i,i
COc1cccc(-c2nc3ccc(C(=O)N4CCCC(O)C4)cc3o2)c1 (centres undefined),i,i,-6.4,i,i,i,i,i,i,i,i
COc1ccc(N2CCN(C(=O)c3ccc(CS(=O)Cc4ccc(Cl)cc4)o3)CC2)cc1 (centres undefined),i,i,-6.2,i,i,i,i,i,i,i,i
COC(=O)c1cc2c(-c3ccccc3)cc3ccccn3c-2c1C(=O)OC,i,i,-6.2,i,i,i,i,i,i,i,-8.91*
COc1ccc(CNC(=O)c2cccc3c2C(=O)N(Cc2cccnc2)C3)cc1,i,i,-8.2,i,i,i,i,i,i,i,i
CCN(CC)CCCN(Cc1cc2cc3c(cc2[nH]c1=O)OCO3)C(=S)NCc1ccco1,i,i,-22.8,i,i,i,i,i,i,i,i
COCC(C)n1c(COc2ccccc2F)nnc1SCC(=O)Nc1oc(C)c2c(C)n[nH]c(=O)c12 (centres undefined),i,i,-9.8,i,i,i,i,i,i,i,i
CC1CCCCC1NC(=O)c1ccc(-n2cncn2)c([N+](=O)[O-])c1 (centres undefined),i,i,-8.0,i,i,i,i,i,i,i,i
Cc1cc(C=NCCCO)c(C)n1-c1cc(Cl)ccc1Cl,i,.,-11.5,i,i,i,i,i,.,.,i
CC(CCc1ccccc1)NC(=O)COC(=O)c1ccc(NC(N)=O)cc1 (centres undefined),i,i,-3.2,i,.,i,i,i,i,i,i
COc1ccc(OC)c(NC(=O)C2CCCNC2=O)c1 (centres undefined),i,i,-5.2,i,i,i,i,i,i,i,i
O=C(COC(=O)c1ccc([N+](=O)[O-])s1)NCc1ccc(F)cc1,i,i,-4.9,i,i,i,i,i,i,i,i
O=C(NNC(=S)NCc1ccccc1)c1cccc([N+](=O)[O-])c1,i,i,-3.1,i,i,i,i,i,i,i,i
Clc1ccc(-c2nn3cnnc3s2)c(Cl)c1,i,i,-0.8,i,i,i,i,i,25*,i,i
O=C(Nc1nc2ccccc2s1)C1CC(=O)N(c2ccc(Br)cc2)C1 (centres undefined),i,i,-16.5,i,i,i,i,i,i,i,i
Cc1cc(-c2ccccc2)nc(SCc2ccc(C(=O)O)o2)n1,i,i,-6.4,i,i,i,i,i,i,i,i
CC(=O)C(Sc1ccc2nnc(-c3ccc(F)cc3)n2n1)C(C)=O,i,i,-9.2,i,i,i,i,i,i,i,i
O=C(CN1CCN(C(=O)C2CCCO2)CC1)Nc1c(Cl)cccc1Cl (centres undefined),i,i,-6.2,i,i,i,i,i,i,i,i
CCN(c1ccccc1)S(=O)(=O)c1ccc(OC)c(NC(=O)C2CC(=O)N(Cc3ccccc3)C2)c1 (centres undefined),i,i,-10.7,i,i,i,i,i,i,i,i
Cc1cc(Cl)ccc1NC(=S)N1CCOCC1,i,i,-9.1,i,i,i,i,i,i,i,i
O=C(Oc1cc(Cl)cc(Cl)c1)c1cnc2n(c1=O)CCS2,i,i,-10.5,i,i,i,i,i,i,i,i
CC(C)(C)c1ccc(C2(C)NC(=O)N(CC(=O)c3ccc[nH]3)C2=O)cc1 (centres undefined),i,i,0.1,i,i,i,i,i,i,i,i
CNC(=O)CCc1nc(-c2ccc(C(C)(C)C)cc2)no1,i,i,-5.5,i,i,i,i,i,i,i,i
Cc1noc(C)c1COc1cccc(C(=O)OC(C)C(=O)Nc2ccc3c(c2)OCO3)c1 (centres undefined),i,i,-12.3,i,i,i,i,i,i,i,i
COC(=O)Cn1c(N)[n+](Cc2ccccc2)c2ccccc21,i,i,-10.1,i,i,i,i,i,i,i,i
CCCN1C(=O)c2ccc(C(=O)NC3CCCCC3)cc2C1=O,i,i,-12.3,i,i,i,i,i,i,i,i
COC(=O)Nc1nnc(COc2ccccc2)s1,i,i,-6.3,i,i,i,i,i,i,i,i
Oc1ccc(Br)cc1/C=N/n1cnc2ccccc21,i,i,-10.5,i,i,i,i,i,i,i,i
Cc1cc(C)n(-c2ccc(F)cc2)c(=O)c1C(=O)O,i,i,-13.8,i,i,i,i,i,i,i,i
O=C(O)c1cc2ccc3ccccc3c2oc1=O,i,i,-8.4,i,i,i,i,i,i,i,i
Cc1nc(-c2ccc(C#N)cc2)cs1,i,i,-6.3,i,i,i,i,i,i,i,i
c1ccc2c(Nc3nnc(-c4ccncc4)s3)cccc2c1,i,i,-8.8,i,i,i,i,i,i,i,i
CCOc1cc(/C=N\NC(=O)Cc2ccccc2)ccc1OCC(=O)Nc1ccc(C)c(C)c1,.,i,.,.,i,.,.,.,i,i,i
Cc1ccc(-c2nc(C#N)c(NCCN3CCCCC3)o2)cc1,i,i,-18.1,i,i,i,i,i,i,i,i
CCN(CC)CCN1C(=O)c2ccccc2NC1c1ccc(N(C)C)cc1 (centres undefined),i,i,-6.6,i,i,i,i,i,i,i,i
COc1ccc(S(=O)(=O)NC2CC(C)(C)NC(C)(C)C2)cc1C(C)C,i,i,-8.7,i,i,i,i,i,i,i,i
Cc1ccc([N+](=O)[O-])cc1-c1ccc(/C=N/NC(=O)c2cc3c(ccc4ccccc43)o2)o1,i,i,-1.7,i,i,i,i,i,i,i,i
C=CCn1c(N)cc(=O)nc1SC(CC)C(=O)Nc1ccc(C(C)=O)cc1 (centres undefined),i,i,-8.8,i,i,i,i,i,i,i,i
Cn1c(=O)[nH]c(=O)c2c1nc(Br)n2CCCSc1nc2ccccc2o1,i,i,-7.8,i,i,i,i,i,i,i,i

Later entries:
molecule,RGS4 block,MrgX1 allo act,hERG protect,KCNQ1 inh,TMEM16A act,KCNK9 inh,KCNQ1 act,RGS4 pot,ANO1 block,MrgX1 ag,KCNK3 inh
O=c1ncn(-c2ccc(F)cc2)c2ncccc12,i,i,-8.4,i,i,i,i,i,i,i,i
CCCCOc1ccc(/C=C/C(=O)OCC(=O)c2c(N)n(C)c(=O)n(C)c2=O)cc1OCC,i,i,-6.0,i,i,i,i,i,i,i,i
COc1ccc2oc(C(=O)OCC(=O)NC(=O)NC(C)C)c(C)c2c1,i,i,-4.3,i,i,i,i,i,i,i,i
O=C(O)Cn1ncc2c1-c1ccoc1CC2,i,i,-9.8,i,i,i,i,i,i,i,i
CCOC(=O)N1CCC(NC(=O)Cn2ncc3c2-c2cc(C)ccc2OC3)CC1,i,i,-9.9,i,i,i,i,i,i,i,i
CN1C(=O)c2ccc(NC(=O)c3c(C(=O)O)cccc3[N+](=O)[O-])cc2C1=O,i,i,-1.1,i,i,i,i,i,i,i,i
COc1ccc(Nc2nc(Nc3ccc(OC)cc3)nc(SC3=NCCS3)n2)cc1,i,i,-8.8,i,i,i,i,i,i,i,i
CCCCCCCC/C=C\CCCCCCCC(=O)NCCc1ccc(O)c(O)c1,.,i,.,.,i,.,.,.,i,i,i
O=C1NCCC12C(=O)Nc1ccccc12 (centres undefined),i,i,-3.8,i,i,i,i,i,i,i,i
O=C(Cc1n[nH]c(=O)c2ccccc12)OCc1c(Cl)cccc1Cl,i,i,-5.7,i,i,i,i,i,i,i,i
CCOC(=O)Cn1c(Br)nc2c1c(=O)[nH]c(=O)n2C,i,i,1.8,i,i,i,i,i,i,i,i
CCOC(=O)C1CCN(C(=O)Cn2cnc3sc(C)c(S(=O)(=O)N4CCOCC4)c3c2=O)CC1,i,i,-4.3,i,i,i,i,i,i,i,i
COC(=O)Cn1c(=NC(=O)c2cc(OC)c(OC)c(OC)c2)sc2cc(OC)ccc21,i,i,-5.0,i,i,i,i,i,i,i,i
CC1=CC2=NC(=O)/C(=C\c3cc(C)n(-c4ccccc4)c3C)C(=N)N2O1,i,i,-14.1,i,-4.95*,i,i,i,i,i,i
O=C(O)COc1ccc(F)cc1Br,i,i,-5.3,i,i,i,i,i,i,i,i
Cc1ccc(N2CC(C(=O)NC(C)CCc3ccccc3)CC2=O)cc1 (centres undefined),i,i,-2.9,i,i,i,i,i,i,i,i
CCOC(=O)C1CCN(C(=O)COc2ccc(Br)cc2C)CC1,i,i,-19.9,i,i,i,i,i,i,i,i
CCC(C)[C@H](NC(=O)NCc1cccs1)C(=O)OC (some centres undefined),i,i,-8.0,i,i,i,i,i,i,i,i
